Source: PubChem BioAssay
Rtt109 Vps75 – inhibitors of C. albicans Rtt109/Vps75 HAT, primary screen, biochemical, ThioGlo CoA-SH fluorescence, plate reader; Histone acetyltransferase RTT109 (Candida albicans (strain SC5314 / ATCC MYA-2876)), …; purified Rtt109/Vps75, 4 h; inhibition, % at 34.9 µM; actives 0.16% (n = 330,000); AID 540336, 2011;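 active = inhibition of at least 50% in every replicate; inconclusive = best replicate reaches 50% inhibition but some replicates fall short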
Target sequence (Q5AAJ8 whole entry, looked up): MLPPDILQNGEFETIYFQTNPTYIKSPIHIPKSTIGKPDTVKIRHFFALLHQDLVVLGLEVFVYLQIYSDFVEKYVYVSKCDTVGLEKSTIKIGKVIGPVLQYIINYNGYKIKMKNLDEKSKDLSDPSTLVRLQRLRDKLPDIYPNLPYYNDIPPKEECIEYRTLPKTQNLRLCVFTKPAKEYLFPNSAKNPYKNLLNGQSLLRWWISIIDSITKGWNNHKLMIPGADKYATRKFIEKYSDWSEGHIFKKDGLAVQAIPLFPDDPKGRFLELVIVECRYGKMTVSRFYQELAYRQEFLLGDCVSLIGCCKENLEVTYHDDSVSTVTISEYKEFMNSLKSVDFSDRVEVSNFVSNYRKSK
LANA DNA inh – inhibitors of KSHV C-LANA binding to DNA, primary screen, biochemical, fluorescence polarization, FAM-LBS DNA, MBP-C-LANA, single point | Kaposi's sarcoma herpesvirus LANA C-terminal domain (residues 932-1162) DNA binding | AID 504423, 2011 | inhibition, % at 9 µM | actives 0.078% (n = 340,000);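 active = highest replicate inhibition at or above 60% at 9 µM, even if other replicates fall short; inactive = all replicates below 60% inhibition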;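 note: 0% = neutral control wells and 100% = 4 µM acridine orange control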
PvdQ inh – P. aeruginosa PvdQ acylase inhibitors, primary screen, biochemical, fluorescence, plate reader and imaging, single point; PvdQ acylase [Pseudomonas aeruginosa LESB58]; purified PvdQ acylase; inhibition, % at 10 µM; actives 0.063% (n = 340,000); AID 488965, 2010; in the data active = inhibition above about 30%, passing the limit was not always enough; inconclusive = no clear call, values can overlap the other calls;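 note: 0% = vehicle neutral wells and 100% = reference inhibitor wells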
Keap1-Nrf2 PPI – Keap1-Nrf2 protein-protein interaction inhibitors, primary screen, biochemical, fluorescence polarization, single point | Keap1 Kelch-Nrf2 peptide fluorescence polarization, 1536-well | actives 0.15% (n = 340,000) | inhibition, % at 9.4 µM | Kelch-like ECH-associated protein 1 (Homo sapiens), Q14145 | AID 504523, 2011; in the data active = inhibition above about 12%; inconclusive = no clear call, values can overlap the other calls; inactive = below about 7.3%;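 note: human Keap1 Kelch domain with fluorescein labeled Nrf2 9mer peptide probe; 0% = neutral control wells and 100% = peptide positive control; higher means more block of Keap1 binding to Nrf2 peptide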
NSD2 HMT inh – NSD2 histone methyltransferase inhibitors, primary screen, biochemical, AlphaScreen, single concentration, set 2; actives 0.54% (n = 310,000); inhibition, % at 12.5 µM; NSD2 peptide methylation, 120 min; AID 743445, 2014; Histone-lysine N-methyltransferase NSD2 (Homo sapiens), O96028; in the data active = inhibition above about 50%
PfHsp90 yeast 2 – growth inhibition of PfHsp90-expressing yeast, primary screen, antimalarial PfHsp90 inhibitor project, S. cerevisiae, BacTiter-Glo luminescence, single point, set 2; BacTiter-Glo ATP, 48 h; yeast lacking PDR1 and PDR3 efflux regulators; inhibition, % at 9.4 µM; actives 0.32% (n = 310,000); AID 504621, 2011;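 active = every replicate shows inhibition above about 80%, whatever the replicate mean, limit read from the data; inconclusive = mean inhibition reaches the set limit but some replicate falls short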;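 note: 0% = DMSO neutral controls and 100% = 20 µM radicicol positive controls; yeast relying on Plasmodium falciparum Hsp90 in place of its own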
Mot1-301 SUMO – yeast Mot1-301 growth rescue at high temperature, primary screen, SUMOylation pathway inhibitor project, S. cerevisiae, ATP luminescence, 38.5C; S. cerevisiae Mot1-301 growth rescue; percent above DMSO median, 100 means doubled; growth rescue, % at 18.8 µM; actives 1% (n = 320,000); AID 2716, 2010;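 active = every valid replicate shows activation above 250% relative to neutral control wells; inactive = the rest, any valid replicate at or below 250%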;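 note: OY570 slx delta 5 strain wells were the positive control but not used for scaling; some compounds called inactive have numbers as strong as hits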
Cardiac RTF inh – cardiac RTF calcium sensitivity inhibitors, primary screen, biochemical, IANBD-TnC fluorescence, EC70 calcium; inhibition, % at 7.15 µM; Troponin I, cardiac muscle (Homo sapiens) + Troponin T, cardiac muscle (Homo sapiens) + …; IANBD-labeled cardiac RTF, Ca2+ fluorescence; actives 0.12% (n = 340,000);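 active = inhibition above the mean inhibition of all tested compounds plus 3 SD, cut at about 17% in these data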;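 note: assay run at fixed EC70 calcium of 1.6 mM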
CDK5 inh – inhibitors of human CDK5/p35 kinase, primary screen, biochemical, single concentration; inhibition, % at 10 µM; actives 0.01% (n = 330,000); Cyclin-dependent kinase 5 (Homo sapiens) + Cyclin-dependent kinase 5 activator 1 (Homo …; Recombinant CDK5/p35, ADP-Glo luminescence, 60 min;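 active = highest replicate inhibition of at least 50% and at least 75% of replicates reaching 50%; inconclusive = only one of the two criteria met; inactive = both criteria failed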;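 note: plate controls were DMSO neutral control for no effect and GW8510 at 10 µM for full effect; many of its hits are not listed in these tables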
Target sequence (Q00535 whole entry, looked up): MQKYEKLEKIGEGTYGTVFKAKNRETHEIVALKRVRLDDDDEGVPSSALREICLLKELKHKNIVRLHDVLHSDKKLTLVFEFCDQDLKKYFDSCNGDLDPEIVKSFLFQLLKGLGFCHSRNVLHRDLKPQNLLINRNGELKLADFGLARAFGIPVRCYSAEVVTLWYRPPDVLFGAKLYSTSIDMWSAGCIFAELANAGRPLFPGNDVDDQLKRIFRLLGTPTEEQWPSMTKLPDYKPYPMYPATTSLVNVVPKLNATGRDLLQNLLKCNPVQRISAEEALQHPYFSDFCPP
Target sequence (Q15078 whole entry, looked up): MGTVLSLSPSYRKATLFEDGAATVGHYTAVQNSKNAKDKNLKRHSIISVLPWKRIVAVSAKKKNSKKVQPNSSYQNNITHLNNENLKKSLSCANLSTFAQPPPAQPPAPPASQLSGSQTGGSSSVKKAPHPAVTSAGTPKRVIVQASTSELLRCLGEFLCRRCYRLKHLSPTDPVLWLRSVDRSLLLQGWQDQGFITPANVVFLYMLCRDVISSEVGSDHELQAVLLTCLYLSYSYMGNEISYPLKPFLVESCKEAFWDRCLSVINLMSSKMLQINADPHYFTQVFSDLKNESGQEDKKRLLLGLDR
cardiac RTF act – cardiac RTF calcium sensitivity activators, primary screen, biochemical, IANBD-TnC fluorescence, EC20 calcium; Troponin I, cardiac muscle (Homo sapiens) + Troponin T, cardiac muscle (Homo sapiens) + …; IANBD-labeled TnC RTF fluorescence at EC20 calcium; 0% EC20 calcium, 100% full calcium; activation, % at 7.2 µM; actives 0.24% (n = 340,000); AID 493008, 2010;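 active = activation above the mean over all tested compounds plus 3 SD, cut at about 30% in these data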;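 note: rise in fluorescence read as greater calcium sensitivity of cardiac thin filaments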
dFosB act – activators of delta FosB homodimer, primary screen, biochemical, fluorescence polarization, TAMRA-CDK5 oligo, single point; Protein FosB (Mus musculus), P13346; purified delta FosB; percent of positive-control signal above neutral wells; activation, % at 25 µM; actives 0.99% (n = 340,000);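 active = mean activation above about 17%, with every replicate also reaching it, limit read from the data, passing the limit was not always enough; inconclusive = only one of the two conditions met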;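 note: fluorescence polarization rise as delta FosB binds a TAMRA Cdk5 AP-1 oligo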
* marks the source's active call; other numbers are inactive results; u = inconclusive; x = not tested or not shown; & = joins results of further samples; ! = not active in a repeat.

SMILES	Rtt109 Vps75	LANA DNA inh	PvdQ inh	Keap1-Nrf2 PPI	NSD2 HMT inh	PfHsp90 yeast 2	Mot1-301 SUMO	Cardiac RTF inh	CDK5 inh	cardiac RTF act	dFosB act
COC(=O)[C@@]1(C)[C@H]2C(=O)N(C)C(=O)[C@H]2[C@H]2CN=C(SC)N21	7	-0.2	-16	-5	x	3	x	-4	2.1	0	3
CN(C)/C=N/S(=O)(=O)c1ccc(Cl)c(Cl)c1	-19	-1.7	4	3	-10	15	4	-12	0.4	2	-7
CCOc1ccc2oc(C(=O)N(C)CCc3ccc(OC)c(OC)c3)c(C)c2c1	2	-1.2	-8	-2	5	0	-12	3	-0.5	1	-8
Cc1c(C(=O)N2CCN(c3ccccn3)CC2)oc2c(F)cccc12	-5	-1.4	-3	-5	17	-12	28	-9	-0.3	-8	-2
c1cnc(N2CC[N+]3(CCCC3)CC2)nc1	2	-0.5	-12	-6	1	-5	-5	5	1.3	2	-1
COc1ccc(-c2nnc3ccc(SC(C(C)=O)C(C)=O)nn23)cc1OC	6	-1.8	-12	-5	2	26	138	-4	-0.1	1	0
COc1ccccc1/C=C/CN1CCC(Oc2cc(C(=O)NC3CC3)ccc2OC)CC1	15	2.1	-9	-1	8	10	2	-4	-0.2	-2	-12
O=C(Nc1ncccn1)c1ccc([N+](=O)[O-])cc1	5	-1.7	8	3	-2	-10	-3	-9	-0.6	0	0
COC(=O)Cc1c(C)c2ccc(OCc3nn[nH]n3)c(C)c2oc1=O	8	-0.5	-12	-5	0	0	286	-6	1.4	-7	-2
CC(CNC(=O)CN(C)CC(=O)Nc1ccccc1Br)c1ccccc1 (configuration not stated)	-4	-2.0	-2	2	-1	-20	x	0	0.4	1	-2
CCNC(=S)Nc1ccc(NC(=O)c2ccccc2O)cc1	3	0.0	-3	-6	-1	-7	-7	-3	0.6	1	3
O=C(NCCOc1ccccc1Cl)c1ncn[nH]1	-1	-0.4	-11	-3	0	-25	-5	-10	-0.9	-3	-1
COc1ccc(NC(=O)CCOc2ccccc2)c(OC)c1	-19	0.5	-6	2	8	-2	20	-3	1.4	8	6
N#Cc1ccc(N=c2ssnc2Cl)cc1	-5&-8	1.4&-0.9	-11&-2	-3&-1	0	u	303*!	-15&5	0.9&0.5	-4&-7	-3&-2
O=C(O)c1ccc(S(=O)(=O)NC2CCCc3ccccc32)cc1 (configuration not stated)	2	-0.1	-10	-5	-3	-9	242	-3	-0.1	5	-1
Cc1ccc(C(=O)O)cc1NCc1ccncc1	-4	0.7	-4	5	-2	-38	-10	-1	-0.5	-2	4
COc1ccccc1CNC(=O)Cn1nnnc1CN(C)C(C)C	-10	-1.3	3	-3	1	13	16	-1	-0.4	0	-1
O=C(NCc1n[nH]c(=S)n1-c1ccc(Br)cc1)c1ccc(S(=O)(=O)N2CCOCC2)cc1	4	0.8	-12	-1	-4	-11	66	-15	-0.2	3	-3
CCc1ccc(S(=O)(=O)c2nnn3c2nc(NCCNC(C)=O)c2ccccc23)cc1	u	0.2	3	-6	3	-9	-7	-3	-0.7	-1	3
Cc1ccc(OCCCC(=O)NNC(=O)c2ccccn2)cc1	4	-1.2	-23	-7	0	2	-3	2	-2.5	-5	-1
CC(C)N1CCN(S(=O)(=O)c2ccccc2)c2ccccc21	-2	1.1	-9	-7	1	3	x	-8	3.4	-2	-4
FC(F)(F)c1cc(-c2ccccc2)nc(N2CCOCC2)n1	2	-1.1	-3	-3	-6	33	6	8	-1.2	-4	-3
Cc1cccc2c1NC(=O)C2=Nc1ccc(Cl)cc1	17	0.3	0	-3	4	-18	-28	3	-0.6	-2	-4
O=C(O)CCC(=O)N1N=C(c2c(-c3ccccc3)c3cc(Cl)ccc3[nH]c2=O)CC1c1ccco1 (configuration not stated)	-3	-1.6	-6	-5	4	18	377*	-3	0.9	-3	-8
CCc1ccc(-c2cc(C(=O)NN3CCN(C)CC3)c3ccccc3n2)cc1	6	0.5	-8	3	2	10	1	-2	2.5	-4	-17
COC(=O)Nc1cc([N+](=O)[O-])ccc1OC	-14	-1.9	-5	-1	0	9	-20	1	0.2	-3	5
COc1ccc(CCN(Cc2cc3cc(C)c(C)cc3nc2Cl)C(=O)C2CC2)cc1	10	-2.1	-5	-5	0	-21	7	-10	-14	5	-1
CCOC(=O)NC(Nc1cc(C)on1)(C(F)(F)F)C(F)(F)F	4	-1.6	-9	-2	-5	15	-2	-4	-1.2	-4	6
O=C(NCCOc1ccc(F)cc1)C1CCC(=O)N(CCc2ccccn2)C1 (configuration not stated)	-2	-0.2	-21	-5	-1	-8	-4	1	-1.3	3	1
CCc1ccc2c(COC(=O)C3CSC4(C)CCC(=O)N34)cc(=O)oc2c1 (configuration not stated)	-2	0.2	-3	-5	-3	13	-14	-12	0.1	-2	-16
O=C(CSc1ncn[nH]1)N/N=C/c1ccc(Br)cc1	-4	0.4	-55	6	-3	13	-3	-7	-1.8	6	-2
CCn1c(C)c(C(C)=O)c(NCc2ccccc2)nc1=S	-10	-0.3	10	-18	x	-5	4	-12	-1.1	-2	-3
COc1ccccc1NC(=S)N1CCN(C/C=C/c2ccccc2)CC1	3	2.6	-13	0	5	-9	70	3	1.7	-1	-4
CCOc1ccc(-n2c(SCC(=O)N3CCc4ccccc43)nnc2-c2c[nH]c3ccccc23)cc1	9	0.0	1	2	x	-13	-3	3	3.8	-4	27*
CCCN1Cc2cccc(C(=O)Nc3ccc(-c4nc5ccccc5[nH]4)cc3)c2C1=O	-4	-1.9	5	-3	2	-7	11	-15	0.4	3	7
O=C(c1ccoc1)N1CCC2(CC1)Oc1ccc(F)cc1C(=O)C21CC(c2ccccc2)=NO1 (configuration not stated)	23	-0.4	1	-3	x	13	26	1	3.5	0	6
O=C(O)CC(c1cccc2ccccc12)n1cccc1 (configuration not stated)	-2	-1.8	-7	-3	9	-17	281	-15	-0.6	-3	-4
COc1ccccc1NC(=S)NC(=O)C1CC1	2	0.6	-5	-1	-1	-4	8	3	0.1	11	2
Cc1ccc2c(c1)[nH]c1c(=O)n(CCN3CCNCC3)cnc12	18	0.1	1	2	2	-19	x	7	0.7	-3	3
COC(Cn1cc(C)c(=O)[nH]c1=O)OC	-9	0.1	-11	3	-2	x	9	3	-0.9	3	1
CCn1c(CSCc2ccc(Cl)cc2)nnc1SCC(=O)Nc1cccc(C(=O)O)c1	-6	-0.5	4	0	23	-3	273	-15	1.9	2	-8
COc1ccc(S(=O)(=O)N2C3CCC2CC(NC(=O)NC2CCCCC2)C3)cc1 (configuration not stated)	x	-0.1	-4	1	-1	-6	8	-4	1.9	-2	3
CCc1ccc(NC(=O)CSCc2nc(N)nc(Nc3ccccc3CC)n2)cc1	1	0.1	1	0	1	12	135	5	1.0	-4	0
Cc1c(NC(=O)C(C)Oc2ccc(Br)cc2)c(=O)n(-c2ccccc2)n1C (configuration not stated)	6	-0.7	0	-3	-1	2	-1	2	5.6	-7	-4
CCOC(=O)C1CCCCN1Cc1ccc(OC)c(OC)c1 (configuration not stated)	4	-1.3	-10	-2	1	-7	7	-6	0.9	-5	3
CC(=O)N1CCN(S(=O)(=O)c2cccc(C(=O)OCC(=O)Nc3c(Cl)cccc3C(F)(F)F)c2)CC1	-6	0.0	-20	-5	0	x	x	-18	-2.8	8	-5
O=C(Nc1cccc(NC(=O)c2cncc(Br)c2)c1)c1cncc(Br)c1	-19	-5.0	-15	-3	2	-4	-7	-4	-0.4	9	0
O=C(C1CCCN(Cc2ccccc2Br)C1)N1CCCCC1 (configuration not stated)	2	0.1	3	0	x	x	x	-1	-0.2	3	4
O=C(Nc1ccc(Br)cc1Cl)N1CCOCC1	x	-0.7	-9	4	-3	-12	-1	-1	-2.3	-4	-4
CC1=C(C)CC(C(=O)N2CCN(C/C=C/c3ccccc3)CC2)C(C(=O)O)C1 (configuration not stated)	0	-0.7	-5	3	-7	-11	3	-4	0.5	0	0
O=S(=O)(Cc1ccccc1)N1CCCC(c2nc(-c3ccc(F)cc3)no2)C1 (configuration not stated)	0	0.3	-6	0	-2	-47	14	-1	-3.3	7	-9
CC12CCC3c4ccc(O)cc4CCC3C1CCC2=O (configuration not stated)	-8	0.9	-6	2	x	-14	98	-7	-1.1	2	10
O=C1c2ccccc2NC(c2ccco2)N1O (configuration not stated)	6	0.1	-5	-7	-9	-16	x	-3	-0.5	-2	1
CCOC(=O)CCNC(=O)N1CCCC(N(C)CCc2ccc(OC)c(OC)c2)C1 (configuration not stated)	-6	3.6	-9	-3	6	5	0	0	-0.8	-3	-7
Cc1cccc(NC(=O)COC(=O)c2ccc([N+](=O)[O-])o2)c1C	5	-1.0	3	-1	-3	41	197	-2	-0.7	-2	5
CCc1ccc(NSc2ccccc2[N+](=O)[O-])cc1	32	1.6	5	3	19	-8	500	4	0.9	-30	-5
Cc1ccc(OCCN2C(=O)C(=O)c3cc(C)ccc32)cc1	-6	1.3	-8	-2	x	-9	-6	-8	1.6	1	-15
CCOC(=O)C1=C(C)N(C)C(C)=C(C(=O)OCC)C1c1ccc(C(=O)OC)cc1	-5	1.5	7	-1	-1	x	-16	-4	-1.2	1	-5
CC1(C)Cc2c(sc(NC(=O)C(=O)NCCCN3CCOCC3)c2C(N)=O)CO1	-13	1.2	-25	-7	-10	-23	-6	5	-4.1	-1	-4
